Screens: PubChem, National Center for Advancing Translational Sciences (NCATS)
HT1080NT lethal: kills 2HG-producing HT-1080-NT fibrosarcoma cells; HT-1080-NT fibrosarcoma viability, CellTiter-Glo ATP luminescence, 48 h; 1.6% of 360,000 active; Potency, µM (series often up to 46.1 µM), for inactives: top-dose activity, negative = less viability, most hits filed as cytotoxic;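 further: NT is the 2HG producing partner of a matched IDH1 knockdown line; 0% = DMSO-treated cells and -100% = media-only wells without cells; nearly all actives have a fitted effect of over 55% in size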
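HT-1080-NT; 750 cells/well; 5% FBS RPMI; 48 h compound, 37 degrees C; CellTiter-Glo luminescence; curve fitting and curve-class assignment.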
TDP-43 yeast inh: TDP-43 toxicity inhibition in yeast | TDP-43 expressing yeast growth rescue, BacTiter-Glo, 24 h | Potency, µM (top dose mostly 46.1 µM), inactives show at the top dose growth rescue (activation), hits mostly activators | 1.8% of 410,000 active | AID 652104; further: % of control where 0% means no effect; nearly all actives have a fitted effect of over 50% in size
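In this qHTS, compounds that restore growth of yeast expressing TDP-43 appear as activators. Cells (OD600=0.02, galactose medium, raffinose-pregrown) are incubated with compound 24 hr at 30 deg C and growth is quantified by BacTiter-Glo.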
GLP1R inv ag: inverse agonists of human GLP-1 receptor; P43220; HEK293 GLP-1R CRE-luciferase, luminescence, 24 h; GLP-1R form is constitutively active; Potency, µM (series often up to 38.3 µM), without a hit: at the top dose activity change, negative = inhibition, hits mostly inhibitors; 1.6% of 410,000 active; further: on the % scale 0 is the no-effect control and ±100 the full control effect; nearly all actives have a fitted effect of over 55% in size
Target sequence (P43220 whole entry, looked up): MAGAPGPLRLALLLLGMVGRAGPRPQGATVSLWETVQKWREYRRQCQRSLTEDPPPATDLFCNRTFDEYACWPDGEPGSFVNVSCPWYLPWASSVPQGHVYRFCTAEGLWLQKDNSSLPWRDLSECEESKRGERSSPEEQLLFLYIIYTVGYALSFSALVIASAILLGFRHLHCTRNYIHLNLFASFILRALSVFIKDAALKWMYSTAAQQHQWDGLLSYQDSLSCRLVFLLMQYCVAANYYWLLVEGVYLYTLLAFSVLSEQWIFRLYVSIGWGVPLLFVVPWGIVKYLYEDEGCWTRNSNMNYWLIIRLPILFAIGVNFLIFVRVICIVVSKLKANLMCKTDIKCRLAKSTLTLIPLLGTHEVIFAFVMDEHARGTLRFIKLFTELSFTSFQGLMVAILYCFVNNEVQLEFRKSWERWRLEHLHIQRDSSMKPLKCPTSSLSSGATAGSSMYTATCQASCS
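HEK293 cells stably co-expressing a cAMP-responsive luciferase reporter and constitutively active GLP-1R were seeded, incubated 12 h, then exposed to compounds for 24 h at 37 C. Luminescence was read 12 min after detection reagent; inverse agonists lower signal.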
GLP1R ag: activates the human GLP-1 receptor. Potency, µM (titrated, usually from 45.6 µM), inactives show top-dose activation, actives largely listed as activators. AID 624172. HEK293 GLP-1R CRE-luciferase, luminescence, 4-6 h; cells express a hypersensitive GLP-1R form. 0.007% of 380,000 active; further: % of control where 0% means no effect
HT1080 IDH1KD tx: toxicity to HT-1080 IDH1 knockdown cells (counter line); HT-1080 IDH1 knockdown viability, ATP luminescence, 48 h; AID 686971; 2% of 360,000 active; Potency, µM (top dose mostly 46.1 µM), for the others: at the top dose activity, negative = toxicity, most hits filed as cytotoxic;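 further: 0% = DMSO wells and -100% = cell-free medium wells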
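Luminescent ATP read-out (CellTiter-Glo, 10 min at room temperature) after 48 h compound exposure at 37 °C gave viability of IDH1-knockdown HT-1080 cells. Activity was normalised to DMSO and cell-free wells, then fitted as concentration-response curves.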
GLP1R cytotox: cytotoxicity counter-screen for GLP-1 receptor inverse agonists; HEK293 cAMP-luciferase reporter cells, luminescence, 24 h; Potency, µM (titrated, usually from 38.3 µM), for inactives: top-dose activity change, negative = inhibition, most hits filed as inhibitors; 0.13% of 410,000 active; AID 624418;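 further: loss of luciferase light is scored as toxicity; on the % scale 0 is the no-effect control and ±100 the full control effect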
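Cells in DMEM/10% Nu serum/1% pen-strep, 1536-well format. Pre-incubated 12 h, dosed with 23 nL compound, incubated a further 24 h. Luciferase detection, 12 min at room temp, luminescence.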
KB-V1 cytotox: KB-V1 MDR subline cytotoxicity | KB-V1 MDR cells viability, CellTiter-Glo, 72 h | 3.4% of 400,000 active | Potency, µM (highest dose often 46.1 µM), for the others: top-dose activity change, negative = cytotoxicity, most hits filed as cytotoxic | AID 1347076; further: on the % scale 0 is the no-effect control and ±100 the full control effect; nearly all actives have a fitted effect of over 60% in size
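Following 72 h at 37 degrees C with compound, KB-V1 cell viability was read by CellTiter-Glo luminescence, medium being phenol-red-free DMEM plus 10% FBS; concentration-response parameters came from normalized, curve-fitted qHTS data.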
KB-3-1 tox: KB-3-1 parental cell cytotoxicity | KB-3-1 viability, CellTiter-Glo ATP luminescence, 72 h | 1.4% of 400,000 active | AID 1347075 | Potency, µM (highest dose often 46.1 µM), for the others: at the top dose activity change, negative = cytotoxic, most hits filed as cytotoxic; further: on the % scale 0 is the no-effect control and ±100 the full control effect; nearly all actives have a fitted effect of over 60% in size
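Multi-concentration cytotoxicity screen in KB-3-1 cells grown in DMEM lacking phenol red with 10% FBS. After 72 h at 37 °C with compound, ATP-dependent luminescence was recorded.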
SW480 rerep: induces DNA re-replication in SW480 colon adenocarcinoma cells | SW480 DNA re-replication, Hoechst DNA content imaging, 48 h | Potency, µM (highest dose often 46.1 µM), without a hit: top-dose re-replication activation, actives largely listed as activators | 1.8% of 340,000 active; further: % of control where 0% means no effect; nearly all actives have a fitted effect of over 55% in size
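Treated cells incubate 48 hr (37 C, 5% CO2), are stained 40 min with Hoechst, and nuclear fluorescence is enumerated; a rise in nuclei with high DNA signal marks re-replication.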
Starred values were filed as active, the others as inactive; ? = inconclusive; nt = not tested or not shown; & = joins results of further samples; [ ] = another dose, or the depositor's remark. The call rests on the fitted dose curve; in most records, active means well fitted curve in the direction sought with a large enough effect; inconclusive means small, poorly fitted or top-dose-only effect, or another doubt; inactive means no such curve, though single readings can be large; an effect the other way counts as inactive or inconclusive. Potency means the concentration at half of the fitted maximal effect.

SMILES	GLP1R cytotox	GLP1R inv ag	HT1080 IDH1KD tx	KB-V1 cytotox	SW480 rerep	GLP1R ag	KB-3-1 tox	TDP-43 yeast inh	HT1080NT lethal
O=c1[nH]c2ccccc2nc1-c1ccc(Cl)cc1	-7%	1%	-6%	4%	12%	7%	-1%	-11%	-19%
O=C(CSc1ccc(-c2ccccn2)nn1)Nc1nccs1	-3%	23%	3%	-33%	-6%	8%	0%	-12%	-12%
CC(=O)c1cccc(NC(=O)CCS(=O)(=O)c2cccc3nsnc23)c1	23%	4%	-2%	2%	-2%	6%	-2%	22%	7%
O=C(Cn1c(=O)oc2ccccc21)Nc1ccc(Br)cc1	-11%	-14%	-23%	0%	0%	11%	0%	-7%	-23%
C=CCn1c(CNS(=O)(=O)c2ccc(F)cc2)n[nH]c1=S	-10%	-6%	9%	15%	-4%	0%	9%	-4%	-1%
CCC(=O)Nc1cccc(-c2ccc(N3CCC(C)CC3)nn2)c1	-6%	-13%	-5%	-13%	-2%	-6%	?	7%	0%
NS(=O)(=O)c1ccc(NS(=O)(=O)c2ccc(NC(=O)c3ccc(-c4ccccc4)cc3)cc2)cc1	0%	0%	-3%	26%	16%	-2%	-2%	12%	-20%
CC(C)Sc1nc(O)c(Cc2ccccc2)c(=O)[nH]1	5%	7%	0%	29%	1%	-1%	11%	-25%	13%
Cc1cc(C)cc(N(CC(=O)Nc2cccc(C)c2C)S(=O)(=O)c2c(C)[nH]c(=O)[nH]c2=O)c1	6%&-2%	-22%&-27%	6%	?	0%	0%	8%&-13%	7%&18%	-2%
CC(NC(=O)CSC(=S)N(C)C)C12CC3CC(CC(C3)C1)C2 (stereo not given)	-2%	?	-8%	0%	-8%	1%	-10%	?	-4%
Cc1c(Cl)ccc(S(=O)(=O)Nc2cccnc2)c1Cl	8%	7%	-4%	0%	0%	3%	-1%	-1%	-1%
COC(=O)C1=C(C(=O)OC)[C@@H]2N(C)c3ccc(OC)cc3[C@@]23C[C@@H](C(=O)OC)N(C(=O)C2CCC2)C3=N1	-11%	-5%	-1%	-14%	-1%[9.22 µM]	0%	3%	6%	1%
CC[C@]12c3[nH]c4ccccc4c3CCN1C(=O)C(CC(=O)NCCCOC)C[C@@H]2C(=O)N1CCN(C(=O)C2CC2)CC1 (stereo not given in full)	-1%	13%	-1%	-1%	-1%	2%	0%	-3%	2%
COc1ccccc1Nc1ncnc2ccccc12	3%	8%	9%	-7%	-30%[inhibitor]	-4%	2%	15%	7%
O=S(=O)(NC1CCCCC1N1CCN(c2ccccc2F)CC1)c1ccc(Cl)cc1 (stereo not given)	-10%	?	-6%	-8%	-2%	3%	-13%	-10%	-9%

Looked up one by one from the entries so far:
SMILES	GLP1R cytotox	GLP1R inv ag	HT1080 IDH1KD tx	KB-V1 cytotox	SW480 rerep	GLP1R ag	KB-3-1 tox	TDP-43 yeast inh	HT1080NT lethal
COC(=O)C1=C(C(=O)OC)[C@@H]2N(C)c3ccc(OC)cc3[C@@]23C[C@@H](C(=O)OC)N(C(=O)C2CCC2)C3=N1	-11%	-5%	-1%	-14%	-1%[9.22 µM]	0%	3%	6%	1%
CCC(=O)Nc1cccc(-c2ccc(N3CCC(C)CC3)nn2)c1	-6%	-13%	-5%	-13%	-2%	-6%	?	7%	0%
Cc1c(Cl)ccc(S(=O)(=O)Nc2cccnc2)c1Cl	8%	7%	-4%	0%	0%	3%	-1%	-1%	-1%
CC(NC(=O)CSC(=S)N(C)C)C12CC3CC(CC(C3)C1)C2 (stereo not given)	-2%	?	-8%	0%	-8%	1%	-10%	?	-4%
COc1ccccc1Nc1ncnc2ccccc12	3%	8%	9%	-7%	-30%[inhibitor]	-4%	2%	15%	7%

New compounds follow:
SMILES	GLP1R cytotox	GLP1R inv ag	HT1080 IDH1KD tx	KB-V1 cytotox	SW480 rerep	GLP1R ag	KB-3-1 tox	TDP-43 yeast inh	HT1080NT lethal
CCc1cccc(NC(=O)CCc2nc3cccnc3n2-c2ccccc2)c1	0%	15%	nt	15%	nt	nt	4%	-2%	nt
CN(C)c1ccc(N=Nc2ccccc2C(=O)OCC(=O)N(C)c2ccccc2)cc1	?	-18%	1%	-2%	-4%	19%	-13%	?	-1%
COc1ccc(S(=O)(=O)N2CCCCC2)cc1NC(=O)c1cncc(Br)c1	4%	-1%	3%	2%	5%	4%	-1%	-4%	16%
O=C(COC(=O)CC12CC3CC(CC(C3)C1)C2)Nc1ncc(Cl)cc1Cl	-1%	0%	-2%	?	0%	9%	2%	-24%	-1%
CCOC(=O)c1ccc2[nH]cc(C(C)=O)c(=O)c2c1	-11%	16%	0%	7%	-2%	5%	4%	-8%	26%
C=CCSc1nnc(-c2cc(C(C)(C)C)nn2Cc2ccc(F)cc2)n1C	0%	?	-6%	?	-39%	5%	-4%	-6%	-4%
O=C(CCSCCC(=O)NN=Cc1ccccc1O)NN=Cc1ccccc1O	17%	-18%	-25%	nt	-5%	-9%	nt	10%	4%
Nn1nnc2ccccc21	2%	3%	15%	9%	?	17%	0%	21%	-2%
COc1ccc(OC)c(CNC(=O)c2cnc3c(C)cccn3c2=O)c1	-3%	2%	nt	-7%	nt	nt	15%	20%	nt
CCOCCCNC(=S)N1CCN(CC)CC1	5%	-2%	5%	11%	4%	-5%	-2%	1%	7%
O=C(CCc1nnc(C2CCCCC2)o1)N1CCN(C2CCCCC2)CC1	5%	4%	18%	8%	0%	7%	2%	-1%	1%
CCc1nc2ccc(C(=O)N(C)Cc3ccco3)cn2c1N(C)Cc1ccc(OC)cc1	2%	-2%	-8%	-4%	nt	28%	0%	17%	-2%
Cc1cc(OCC(=O)N(C)c2c(N)n(Cc3ccccc3)c(=O)[nH]c2=O)c(C(C)C)cc1Cl	-18%	-1%	2%	?	-44%[inhibitor]	3%	0%	-6%	14%
COc1ccc(CC(=O)NCCS(=O)(=O)N2CCN(c3ccc(F)cc3)CC2)cc1OC	-9%&1%	6%&4%	1%	-22%	-3%	8%	-8%	-12%&17%	1%
COc1ccc(-c2csc(NC(=O)CN3C(=O)CCC3=O)n2)c(OC)c1	0%	19%	17%	0%	-7%	0%	13%	-2%	?
CCN1CCN(c2ccc(S(=O)(=O)N3CCOCC3)cc2NC(=O)CCOc2ccccc2)CC1	2%	23%	1%	1%	-4%	6%	16%	-4%	0%
Cc1cc(-c2ccccc2)nc(-c2ccccc2)c1C	16%	?	2%	-10%	-1%	10%	3%	16%	2%
Nc1nc(SCC(=O)N2N=C3/C(=C\c4ccco4)CCCC3C2c2ccco2)n[nH]1 (stereo not given)	-6%	1%	-20%	-4%	-4%	18%	-4%	-8%	-15%
Cc1cnc2cc([N+](=O)[O-])ccc2n1	-2%	18%	2%	3%	-6%	-1%	-5%	12%	2%
O=C(c1ccccc1)c1ccc2nc(Nc3ccccc3)c3nncn3c2c1	1%	53%[activator]	1%	-9%	?	13%	2%	0%	5%
O=C(c1ccco1)N1CCN(CCCCOc2ccc(F)cc2)CC1	-2%	-11%	-2%	-16%	-693%[inhibitor]	-3%	-8%	6%	9%
CCOc1ccc(OCCOC(=O)CNC(=O)c2ccc(Cl)cc2Cl)cc1	-8%	1%	-6%	0%	1%	0%	-2%	-21%	0%
COc1ccccc1CCN1CCCC(CN(C)C(=O)CCC(N)=O)C1 (stereo not given)	15%	-3%	-11%	-4%	-7%	12%	0%	-22%	-5%
O=C(COc1ccc([N+](=O)[O-])cc1)Nc1ccc(S(=O)(=O)N2CCOCC2)cc1	6%	2%	-11%	-5%	-8%	11%	10%	5%	-1%
Cc1ccc(NC(=O)N2CCCC(C(=O)O)C2)cc1 (stereo not given)	0%	7%	2%	4%	13%	-2%	9%	4%	0%
Cn1c(SCC(=O)N2CCOCC2)nnc1-c1ccccc1	3%	0%	5%	-9%	-16%	-4%	-6%	-11%	-3%
CN1CCN(CCCNC(=O)c2ccc(Cn3c(=S)[nH]c4ccc(Br)cc4c3=O)cc2)CC1	6%[7.66 µM]	21%[7.66 µM]	-21%	4%	-5%	3%	-3%	4%	9%
O=C1c2ccccc2C(=O)N1CCc1c[nH]c2ccc(O)cc12	-20%	50%[activator]	12%	?	3.7µM*	22%	2%	-8%	22%
Cn1c(N)c(C(=O)COC(=O)C2CCC(C(C)(C)C)CC2)c(=O)n(C)c1=O (stereo not given)	-21%	?	?	12%	2%	-3%	-2%	35µM*	?
Cc1cc(S(=O)(=O)N2CCCC2)ccc1OCC(=O)NCc1ccco1	11%	7%	0%	-21%	6%	0%	13%	0%	3%

Taken from above.
For HT1080 IDH1KD tx, Cc1ccc(NC(=O)N2CCCC(C(=O)O)C2)cc1 (stereo not given) is entered as 2%
For KB-V1 cytotox, Cc1cc(-c2ccccc2)nc(-c2ccccc2)c1C is entered as -10%

Ordered by the number under SW480 rerep (high to low): four of the compounds above.
Compound	SW480 rerep
Cc1ccc(NC(=O)N2CCCC(C(=O)O)C2)cc1 (stereo not given)	13%
Cc1cc(-c2ccccc2)nc(-c2ccccc2)c1C	-1%
CN1CCN(CCCNC(=O)c2ccc(Cn3c(=S)[nH]c4ccc(Br)cc4c3=O)cc2)CC1	-5%
O=C(COc1ccc([N+](=O)[O-])cc1)Nc1ccc(S(=O)(=O)N2CCOCC2)cc1	-8%
